Tau ThT inhib: tau fibrillization inhibition (ThT binding). P10636. recombinant tau K18 P301L, heparin-induced fibrillization, ThT fluorescence. Potency, µM (titrated, usually from 57.4 µM), inactives show at the highest dose activity, negative = inhibition, actives largely listed as inhibitors. actives 2.1% (n = 270,000). AID 1460; further: nearly all actives have a fitted effect of over 55% in size
Target sequence (P10636 561-689 P618L limits assumed): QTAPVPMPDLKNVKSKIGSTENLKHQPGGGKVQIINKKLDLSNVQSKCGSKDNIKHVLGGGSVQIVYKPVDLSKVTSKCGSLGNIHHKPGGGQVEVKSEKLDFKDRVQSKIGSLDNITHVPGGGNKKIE
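Using a mix of unlabeled (15 uM) and Alexa 594-labeled (0.24 uM) tau K18 P301L, heparin-triggered fibrillization over 6 hr at 37 C was scored by ThT fluorescence.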
GLA spleen mod: alpha-galactosidase A (human) modulation. P06280. human spleen homogenate, 4MU-alpha-Gal fluorescence, 40 min. Potency, µM (doses to about 80 µM), for the others: at the top dose activity change, negative = inhibition, usual class: inhibitors. actives 0.008% (n = 240,000). AID 2107;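 further: 0% = enzyme with vehicle and -100% = no enzyme basal signal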
Target sequence (P06280 32-429 limits assumed): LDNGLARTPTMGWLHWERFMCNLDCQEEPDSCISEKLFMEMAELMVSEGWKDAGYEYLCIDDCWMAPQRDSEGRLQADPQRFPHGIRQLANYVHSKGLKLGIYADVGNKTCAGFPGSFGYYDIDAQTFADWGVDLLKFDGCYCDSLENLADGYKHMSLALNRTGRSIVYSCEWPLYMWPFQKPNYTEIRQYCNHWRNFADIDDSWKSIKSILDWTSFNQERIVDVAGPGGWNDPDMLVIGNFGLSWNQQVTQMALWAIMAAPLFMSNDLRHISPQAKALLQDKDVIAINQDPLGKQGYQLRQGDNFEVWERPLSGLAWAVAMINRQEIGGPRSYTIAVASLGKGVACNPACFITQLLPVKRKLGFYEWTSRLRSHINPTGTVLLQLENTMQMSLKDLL
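Inhibition or activation of alpha-galactosidase in human spleen homogenate is scored by 4-MU fluorescence after 40 min at 37C, pH 5.0, with 1 mM substrate. AC50s come from concentration-response fitted to the Hill equation.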
Tau FP inhib: tau fibrillization inhibition (FP); K18 P301L tau heparin fibrillization, Alexa594 FP, 6 h; Potency, µM (highest dose often 57.7 µM), for the others: at the highest dose activity, negative = inhibition, usual class: inhibitors; actives 0.39% (n = 280,000); P10636; AID 1468; further: nearly all actives have a fitted effect of over 55% in size
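Human K18 P301L fragment (15 uM unlabeled plus 0.24 uM Alexa 594-labeled) in 100 mM sodium acetate pH 7 with compound, aggregation induced by 20 uM heparin for 6 hr at 37 C. ThT (30 uM) added for 1 hr, then Alexa 594 FP read.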
Tau fluor counter: counter-screen for tau fibril formation inhibitors. Potency, µM (highest dose often 57.7 µM), for the others: top-dose activity change, negative = decrease. actives 0.93% (n = 280,000). tau K18 P301L (four-repeat tau fragment) Alexa594 fluorescence, heparin fibrillization; further: nearly all actives have a fitted effect of over 55% in size
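Human K18 P301L tau (15 uM unlabeled plus 0.24 uM Alexa 594-labeled, final) in 100 mM sodium acetate pH 7 was mixed with compound and 20 uM heparin and incubated 6 hr at 37 C.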
TexasRed fluor: alters Texas Red total fluorescence, flagging assay interference; TRb/SRC2 Texas Red total fluorescence interference; Potency, µM (doses to about 106 µM), for inactives: top-dose fluorescence change, negative = quenching; actives 0.29% (n = 280,000); active means well fitted curve in either direction with a large enough effect; inconclusive means small, poorly fitted or top-dose-only effect
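Human TRb ligand-binding domain at 0.6 uM with 20 nM Texas Red SRC2 peptide in Tris buffer containing 1 uM T3 and 5% DMSO, incubated with compound 5 h at ambient temperature. Total fluorescence (555/632 nm) calculated as parallel + 2 × perpendicular.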
ALDH1A1 block: inhibitors of human aldehyde dehydrogenase 1A1; Purified ALDH1A1, NADH fluorescence, propionaldehyde substrate; actives 7.3% (n = 220,000); Potency, µM (doses to about 75.3 µM), for the others: at the highest dose activity, negative = inhibition, most hits filed as inhibitors; P00352; active means well fitted inhibition curve with a large enough effect, not every such curve was filed as active; inconclusive means small, poorly fitted or top-dose-only effect, or another doubt; inactive means no such curve, though single readings can be large or run the other way;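 further: plate controls were no enzyme wells and a reference inhibitor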
Target sequence (P00352 whole entry, looked up): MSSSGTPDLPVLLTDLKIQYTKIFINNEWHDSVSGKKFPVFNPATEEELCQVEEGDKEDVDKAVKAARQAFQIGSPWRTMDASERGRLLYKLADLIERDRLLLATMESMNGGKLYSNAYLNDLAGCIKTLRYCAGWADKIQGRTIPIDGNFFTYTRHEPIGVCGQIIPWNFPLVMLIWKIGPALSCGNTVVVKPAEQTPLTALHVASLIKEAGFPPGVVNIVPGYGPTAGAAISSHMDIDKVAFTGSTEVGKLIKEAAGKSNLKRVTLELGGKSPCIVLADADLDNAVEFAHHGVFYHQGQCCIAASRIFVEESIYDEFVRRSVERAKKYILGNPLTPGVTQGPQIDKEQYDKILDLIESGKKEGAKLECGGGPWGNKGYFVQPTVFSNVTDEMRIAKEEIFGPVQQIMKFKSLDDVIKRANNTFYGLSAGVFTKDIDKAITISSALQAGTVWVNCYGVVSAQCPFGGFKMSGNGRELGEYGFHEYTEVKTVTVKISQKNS
L3MBTL1 block: blocks human L3MBTL1; actives 0.66% (n = 230,000); AlphaScreen L3MBTL1–H3K9me1 peptide binding; Q9Y468; Potency, µM (titrated, usually from 57.1 µM), for inactives: at the top dose activity, negative = inhibition, hits mostly inhibitors; further: nearly all actives have a fitted effect of over 60% in size
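L3MBTL1 50 nM + b-AHA-H3(1-15)K9me1 75 nM, 30 min RT; compound added, 30 min RT; streptavidin donor/Ni-chelate acceptor beads 10 ug/mL each final, 30 min RT dark; AlphaScreen read.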
TRb SRC2 PPI: inhibitors of human thyroid hormone receptor beta-SRC2 interaction. P10828. TRbeta-SRC2 peptide binding, fluorescence polarization; receptor liganded with 1 µM T3. Potency, µM (series often up to 106 µM), for inactives: at the highest dose activity change, negative = inhibition, most hits filed as inhibitors. actives 0.065% (n = 280,000);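 further: plate controls were bound peptide for no effect and peptide without receptor for full effect; nearly all actives have a fitted effect of over 50% in size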
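Assay buffer: 20 mM Tris-HCl, 100 mM NaCl, 10% glycerol, 1 mM EDTA, 0.01% NP-40, 1 mM DTT, 1 uM T3, 5% DMSO; TRb LBD 0.6 uM, Texas Red SRC2 20 nM; FP after 5 hr.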
* = called active by the depositor; ? = inconclusive; nt = no result given; [ ] = dose if it differs, or a comment. Unless noted, the call rests on the fitted dose curve; in most records, active means well fitted curve in the direction sought with a large enough effect; inconclusive means small, poorly fitted or top-dose-only effect, or another doubt; inactive means no such curve, though single readings can be large; an effect the other way counts as inactive or inconclusive. Unless noted, on the % scale 0 is the no-effect control and ±100 the full control effect; potency means the concentration at half of the fitted maximal effect.

SMILES	Tau ThT inhib	GLA spleen mod	Tau FP inhib	Tau fluor counter	TexasRed fluor	ALDH1A1 block	L3MBTL1 block	TRb SRC2 PPI
O=C(O)c1nc(-c2ccccc2)n(-c2ccccc2)n1	4%	-4%	-1%	4%	-2%[53 µM]	1%	-5%	1%[53 µM]
Cc1cc(=O)oc2cc(OC3C=CC(C#CC(C)(C)C)OC3CO)ccc12 (stereo unspecified)	-1%[11.5 µM]	8%[17.5 µM]	?	-7%[11.6 µM]	-3%[11.2 µM]	0%[13.5 µM]	nt	-2%[11.2 µM]
CN(C)S(=O)(=O)c1cccc(NC(=O)Cn2cc(C(F)(F)F)cc(Cl)c2=O)c1	-3%	0%	-9%	-11%	-2%	3%	1%	-1%
CC(NCC(O)COCCC12CC3CC(CC(C3)C1)C2)c1ccccc1 (stereo unspecified)	-3%	-6%	10%	9%	-1%	-6%	0%	1%
CCN(CC)S(=O)(=O)c1ccc(-c2nnco2)cc1	0%	-2%	3%	0%	-3%	-2%	3%	-7%
O=C(O)c1ccccc1-c1nc2cc(Cl)ccc2c(=O)n1O	-4%	5%	6%	0%	-1%	2%	-21%	0%
Cc1ccc(Cl)cc1NC(=S)N(Cc1ccccc1)Cc1cccnc1	-2%	-4%	-1%	-8%	-1%	-15%	-21%	-3%
NNC1=N[C@H]2CS(=O)(=O)C[C@H]2S1	8%	-14%	-4%	5%	4%	15%	2%	7%
On1c(-c2ccccc2)nc2ccccc21	-6%	-15%	3%	-10%	-5%	nt	-2%	3%
COc1cccc(C(=O)NCC(=O)OCC(=O)C(C)(C)C)c1	-1%	7%	5%	6%	-1%	11%	5%	3%
C#CCOCCOCCOCCNc1nc(N2CCN(C(=O)[C@H](CCC(=O)O)n3cc(C(N)CO)nn3)CC2)nc(N2CCN(C(=O)[C@H](CCC(=O)O)n3cc(C(N)CO)nn3)CC2)n1 (stereo partly specified)	2%	-2%	4%	7%	1%	nt	nt	2%
Cn1cc(S(=O)(=O)c2ccccc2)c(=O)c2cc(F)c(N3CCCCCC3)cc21	-4%	nt	-3%	-2%	12%	nt	nt	1%
Cc1ccccc1C(=O)c1cccn1CC(=O)NCCN1CCN(c2cccc(C)c2C)CC1	?	-15%	-4%	-21%	-1%	0%	nt	-2%
Cc1cccc(/C=N/NC(=O)NC23CC4CC(CC(C4)C2)C3)n1	-10%	-1%	-4%	-4%	2%	nt	-6%	3%
Cc1cccc(C)c1NC(=O)CN(C)CC(=O)Nc1cc(Cl)ccc1C#N	-10%	-30%	1%	-7%	-1%	?	8%	4%
CC(=O)Nc1ccc(S(=O)(=O)N2CCc3ccccc3C2)cc1	11%	4%	8%	1%	-1%	0%	5%	-1%
CC(C)/C=C/C(=O)N1CCC(N2CCC(C(=O)N3CCOCC3)CC2)CC1	-6%	10%	-5%	1%	-2%	3%	0%	-6%
COc1ccc(C(C(N)=O)c2ncc(C(F)(F)F)cc2Cl)cc1 (stereo unspecified)	2%	1%	7%	3%	1%	2%	-1%	0%
O=C(Nc1cccc(C(=O)N2CCOCC2)c1)NC1CCCCC1	-13%	-1%	2%	-6%	-5%	2%	7%	4%
CC1CCCCN1C(=O)CN1CCSc2ccccc21 (stereo unspecified)	3%	nt	2%	-1%	-4%	nt	nt	-1%
Cc1cc(C)cc(NC(=O)CN2CCCN(S(=O)(=O)c3ccc(Br)s3)CC2)c1	?	-22%	1%	-24%	-3%	?	nt	3%
COCCNC(=O)CN(Cc1ccc2c(c1)OCO2)C(=O)CCC(=O)Nc1nccs1	-10%	-15%	6%	2%	0%	4%	5%	-8%
CCOC(=O)C1=C(C)N(CC)C(=S)NC1c1ccccc1OC(F)F (stereo unspecified)	-10%	-6%	0%	-19%	-1%	?	0%[2.29 µM]	-2%
CC(=O)c1ccc(NC(=O)CN2CCN(c3ncccn3)CC2)cc1	-6%	-1%	-2%	-5%	-5%	8.9µM*	nt	-7%
COc1ccc(CCNC(=O)c2ccc(N3CCCC3=O)cc2)cc1	-15%	3%	-2%	-3%	1%	-1%	nt	-15%
OC(c1ccccc1)c1nccc2ccccc12 (stereo unspecified)	-1%	2%	-1%	-3%	1%	0%	nt	2%
CCCn1c(-c2ccc(F)cc2)nc2c(NCCCN3CCCCC3C)nc(C)nc21 (stereo unspecified)	-12%	-1%	5%	-9%	0%	?	nt	-1%
CCN(CC(=O)NC1CCS(=O)(=O)C1)S(=O)(=O)c1ccc(F)cc1 (stereo unspecified)	6%	13%	-1%	4%	0%	-9%	-3%	-5%
CCC(=O)OCC(=O)[C@@]1(OC(=O)CC)[C@H](C)C[C@@H]2[C@@H]3[C@H]([C@@H](O)C[C@@]21C)[C@]1(C)C=CC(=O)C=C1C[C@@H]3Cl	nt	0%[29.1 µM]	nt	nt	-1%[53 µM]	0%[20.9 µM]	nt	4%[53 µM]
COc1ccc(Cn2ccc3nc(C)c(C(=O)Nc4ccc(C)c(F)c4)cc3c2=O)cc1	-2%	nt	-12%	-14%	3%	nt	nt	10%
COCCOC(=O)C1=C(C)NC(=O)NC1c1c(Cl)nc2ccccn2c1=O (stereo unspecified)	1%	1%	14%	5%	-1%	?	-8%	-6%
CC(C)c1ccccc1NC(=O)c1cnccn1	-2%	-8%	-10%	0%	-4%	11%	nt	-4%
COc1cc2c(cc1NC(=O)COC(=O)C(CCSC)NC(=O)c1ccccc1Cl)oc1ccccc12 (stereo unspecified)	-12%	0%	?	-26%	2%	?	-5%	3%
CCOC(=O)C(NC(=O)CC)(Nc1sc(C)c(CC)c1C#N)C(F)(F)F (stereo unspecified)	-15%	1%	-15%	-21%	1%	-2%	-8%	3%
O=C(CCCO)N/N=C/c1ccccc1[N+](=O)[O-]	-4%	4%	-3%	-3%	-5%	?	4%	3%
Fc1cccc2ncnc(OCc3ccccc3)c12	-3%	-3%	-11%	-2%	-2%	-1%	nt	-6%
C[C@@H](c1ccccc1)N1C(=O)[C@H]2[C@H]3[C@H](O)[C@H](O)C/C(=N/OCc4ccccc4)[C@H]3CC[C@@H]2C1=O	-2%[11.5 µM]	4%[17.5 µM]	-11%[11.6 µM]	-11%[11.6 µM]	3%[11.2 µM]	1%[13.5 µM]	nt	1%[11.2 µM]
COc1ccc(C)cc1Nc1nc2c(S(=O)(=O)c3cccc(Cl)c3)nnn2c2ccsc12	7%	nt	-1%	-5%	-1%	nt	nt	3%
Cc1ccc(S(=O)(=O)Nc2ccccn2)cc1[N+](=O)[O-]	1%	-8%	-3%	2%	-3%	-41%	2%	1%
COc1ccc(Cl)cc1NC(=O)C1(c2cccs2)CCOCC1	1%	0%	-6%	-18%	-2%	?	nt	0%
COC(=O)c1sccc1NC(=O)Nc1ccccc1F	?	-1%	-6%	-7%	-4%	-8%	8%	5%
COc1cc2c(cc1OC)-c1cc(Nc3ccc(N(C)C)cc3)nc(=O)n1CC2	?	0%	4%	-24%	-8%	nt	?	-2%
COc1ccc(CN(C(=O)c2snc(C(N)=O)c2N)C(C(=O)NC(C)(C)C)c2ccco2)cc1 (stereo unspecified)	-2%	-2%	-6%	-8%	-2%	?	6%	-2%
COc1ccc(C(=O)NCC(c2cccs2)S(=O)(=O)c2ccc(C)cc2)cc1 (stereo unspecified)	3%	nt	-3%	-8%	0%	nt	nt	-8%
Cc1cc(C)n(C(=O)CNC(=O)Cc2ccccc2)n1	2%	2%	5%	3%	4%	-1%	5%	-9%
O=C(Nc1ccccc1Cl)c1csc(-c2cccnc2)n1	nt	4%	-1%	-5%	-2%	nt	nt	0%
CCOc1cc([C@H]2[C@@H]3CCCC[C@]3(O)CCN2CC(=O)NCc2ccco2)ccc1O	-15%	2%	-1%	-5%	-1%	-13%	-1%	-8%
COc1ccc(CCNC(=O)c2ccc3c(c2)N(Cc2ccc(C)cc2)CCS3)cc1OC	-12%	nt	12%	?	-3%	nt	nt	0%
CC(C)Cc1ccc(C(C)C(=O)Nc2nccs2)cc1 (stereo unspecified)	-5%	-4%	-9%	-10%	3%	0%	nt	-14%
C=C1CCN([C@@H](C)C(=O)NCc2cc(OC)c(OC)c(OC)c2)S(=O)(=O)c2ccccc21	-2%	9%	-2%	2%	-3%	nt	nt	3%
CCCCn1c(NC(=O)C2CCCCC2)nc2ccccc21	-17%	2%	3%	-9%	-5%	?	nt	-4%
COc1cccc(N2CCN(C3CCCC(C)C3)CC2)c1 (stereo unspecified)	-7%	-5%	2%	-5%	-1%	4%	-10%	-11%
COC(=O)c1ccccc1NS(=O)(=O)c1ccc(NC(C)=O)cc1	-3%	7%	-8%	-9%	-2%	-1%	-5%	6%
O=C(O)CC(CC(=O)Nc1ccc(-n2ccc(C(F)(F)F)n2)cc1)c1ccccc1 (stereo unspecified)	nt	7%	5%	-9%	-4%	nt	nt	-5%
CC(/C=C/c1ccco1)=N\NC(=O)c1cc(Cl)ccc1O	?	-1%	0%	-17%	0%	-8%	nt	9%
COc1ccc(CNC(=O)COC(=O)CCC2CCCCC2)cc1	-13%	-1%	1%	-15%	4%	5.6µM*	18%	11%
CCN(CC)CCNC1=NCCn2c1cc1cc(OC)ccc12	-11%	3%	7%	-3%	3%	?	nt	-4%
O=C(O)CCC(=O)NNC(=O)COc1cccc(Cl)c1	-9%	11%	-6%	-7%	4%	13%	7%	3%
COc1ccc(OCCOCCOc2ccc(C)cc2[N+](=O)[O-])cc1	-17%	-12%	-8%	-17%	1%	25µM*	7%	-8%

Record cards (already shown). Values in the order: Tau ThT inhib, GLA spleen mod, Tau FP inhib, Tau fluor counter, TexasRed fluor, ALDH1A1 block, L3MBTL1 block, TRb SRC2 PPI
`CCC(=O)OCC(=O)[C@@]1(OC(=O)CC)[C@H](C)C[C@@H]2[C@@H]3[C@H]([C@@H](O)C[C@@]21C)[C@]1(C)C=CC(=O)C=C1C[C@@H]3Cl` across the screens: nt, 0%[29.1 µM], nt, nt, -1%[53 µM], 0%[20.9 µM], nt, 4%[53 µM]
`Cn1cc(S(=O)(=O)c2ccccc2)c(=O)c2cc(F)c(N3CCCCCC3)cc21` across the screens: -4%, nt, -3%, -2%, 12%, nt, nt, 1%
